Screening results: PubChem BioAssay, several laboratories
MDM2 E3 inh = MDM2-luciferase reporter signal enhancers, primary screen, MDM2 E3 ligase inhibitor project, cell-based, luminescence, 1536-well | cell-based MDM2 ubiquitination luciferase reporter, 2 h; 0 = plate control, 100 = twice control, blank-subtracted | signal enhancement, % at 5 µM | 210,000 compounds, 0.11% hits | AID 1230, 2008;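 active = signal enhancement of 30% or more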;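 note: luminescence tracks abundance of the self-degrading MDM2-luciferase fusion protein; higher signal means inhibition of MDM2 E3 ligase activity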
Target sequence (Q00987 whole entry, looked up, the tested form may be a part): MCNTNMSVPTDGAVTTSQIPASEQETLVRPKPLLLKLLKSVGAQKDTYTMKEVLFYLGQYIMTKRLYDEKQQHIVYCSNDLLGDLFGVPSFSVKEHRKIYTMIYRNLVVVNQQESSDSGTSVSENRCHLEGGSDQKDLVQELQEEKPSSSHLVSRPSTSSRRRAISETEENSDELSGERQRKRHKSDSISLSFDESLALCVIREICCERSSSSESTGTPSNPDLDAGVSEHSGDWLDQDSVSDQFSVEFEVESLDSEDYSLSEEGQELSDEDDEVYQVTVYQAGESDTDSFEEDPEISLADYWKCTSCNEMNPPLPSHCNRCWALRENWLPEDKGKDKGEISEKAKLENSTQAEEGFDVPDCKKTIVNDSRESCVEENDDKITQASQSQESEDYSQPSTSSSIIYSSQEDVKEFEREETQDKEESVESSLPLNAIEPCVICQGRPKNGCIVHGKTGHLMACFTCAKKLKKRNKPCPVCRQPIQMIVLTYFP
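Material: stable MDM2–luciferase fusion reporter cells / Quantity: 2000 cells/well / Dosing: single 5 µM compound dose, 0.2% final DMSO / Buffer or medium: DMEM / Schedule: 4 h cell settling then 2 h compound exposure, 37 °C / Detection: luminescence with SteadyLite reagent, 15 min at room temperature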
eIF4E-4G inh = eIF4E–eIF4G protein interaction inhibitors, primary screen, biochemical, uHTS, TR-FRET, eIF4GI fragment | Eukaryotic translation initiation factor 4E (Mus musculus) + Eukaryotic translation … | TR-FRET eIF4E-eIF4GI(517-606) binding, 2 h | inhibition, % at 21.7 µM | 220,000 compounds, 0.37% hits | AID 782, 2007;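 active = inhibition above about 30%, limit read from the data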;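 note: 0% = full FRET control wells and 100% = background wells lacking eIF4GI fragment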
m-calpain inh = inhibitors of pig calpain II, primary screen, biochemical, fluorogenic peptide substrate, 1536-well; inhibition, % at 16 µM; purified calpain II, 30 min; 220,000 compounds, 0.37% hits;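 active = inhibition above about 50%, limit read from the data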
EBV gp42 inh = Epstein-Barr virus gp42 inhibitors, primary screen, biochemical, uHTS, fluorescence polarization; Glycoprotein 42 (Epstein-Barr virus (strain AG876)), Q1HVG2; Fluorescence polarization binding assay, mP read-out; inhibition, % (tested at 21.74 µM); 220,000 compounds, 0.42% hits; in the data active = inhibition above about 50%
Target sequence (Q1HVG2 whole entry, looked up): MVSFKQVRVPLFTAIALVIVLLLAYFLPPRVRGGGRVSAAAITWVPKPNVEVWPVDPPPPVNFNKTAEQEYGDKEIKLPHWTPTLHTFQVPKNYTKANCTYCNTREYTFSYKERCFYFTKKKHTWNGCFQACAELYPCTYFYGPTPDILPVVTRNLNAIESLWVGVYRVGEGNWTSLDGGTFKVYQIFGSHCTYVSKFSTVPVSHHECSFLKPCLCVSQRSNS
Rad51 HR inh = human RAD51 strand exchange inhibitors, primary screen, biochemical, fluorescence; DNA repair protein RAD51 homolog 1 (Homo sapiens), Q06609; hRad51 DNA strand exchange, fluorescence dequenching; inhibition, % at 10 µM; 200,000 compounds, 0.085% hits; AID 1385, 2008;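 active = inhibition above 40% at the single screening dose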;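 note: 0% = DMSO control wells and 100% = blanks with heterologous ssDNA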
Target sequence (Q06609 whole entry, looked up): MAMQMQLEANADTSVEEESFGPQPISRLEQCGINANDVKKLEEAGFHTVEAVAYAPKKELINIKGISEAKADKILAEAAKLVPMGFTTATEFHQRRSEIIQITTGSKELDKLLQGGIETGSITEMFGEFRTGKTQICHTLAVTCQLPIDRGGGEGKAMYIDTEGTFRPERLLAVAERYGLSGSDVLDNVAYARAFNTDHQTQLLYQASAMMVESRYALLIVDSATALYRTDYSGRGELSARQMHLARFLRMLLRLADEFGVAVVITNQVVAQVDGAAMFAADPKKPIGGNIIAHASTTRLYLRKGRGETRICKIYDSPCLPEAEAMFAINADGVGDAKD
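Test system: preformed human Rad51 ssDNA filaments; also added: Donor/quencher-labelled 47-bp dsDNA substrate; doses: 10 µM final, single point; times: 37 °C 15-min filament assembly, 30-min compound preincubation, 15-min exchange; detection: FRET fluorescence dequenching, excitation 485 nm, emission 520 nm; read-out basis: Fluorescence-based percent inhibition, control- and blank-normalised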
TNF necrop inh = inhibitors of TNF-alpha triggered necroptosis, primary screen, cell-based, Jurkat FADD-/-, single concentration | AID 463075, 2010 | 220,000 compounds, 0.068% hits | Jurkat FADD-/- TNF necroptosis rescue, ATP luminescence, 24 h; 0 = TNF only, 100 = no-TNF cells | activation (protection from cell death), % at 10 µM;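 active = activation, meaning protection from cell death, of at least 50% relative to plate controls; inactive = activation below 50%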;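 note: necroptosis triggered by 40 ng/mL TNF-alpha added together with compound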
PERK inh = block of dimerizer-induced PERK translation repression, primary screen, PERK inhibitor project, CHO PERK-DD cells, SEAP luminescence, HTS | Eukaryotic translation initiation factor 2-alpha kinase 3 (Homo sapiens), Q9NZJ5 | CHO PERK-DD fusion, SEAP luminescence translation reporter | inhibition, % at 5.6 µM | 220,000 compounds, 0.17% hits | AID 1416, 2008;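 active = inhibition above the mean inhibition of all tested compounds plus 3 SD, set separately per screening campaign, cut at about 2.9% in these data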;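 note: PERK kinase domain activated by AP20187 dimerizer at 100 nM; 0% = DMSO with dimerizer and 100% = rapamycin at 8.4 µM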
zVAD death inh = inhibitors of zVAD-triggered necroptosis, primary screen, L929 cells; L929 zVAD necroptosis rescue, ATP luminescence, 24 h; with zVAD 60 µM; viability rescue, % at 10 µM; 220,000 compounds, 0.38% hits; AID 1377, 2008;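 active = activation, scaled between plate controls, above about 75%, limit read from the data; inactive = activation under that limit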;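 note: 0% = zVAD with DMSO and 100% = DMSO alone without zVAD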
Cl transport mod = KCC2 cotransporter modulators, thallium flux, primary screen, cell-based, HEK293 KCC2, FluoZin-2 fluorescence, MLSMR. Solute carrier family 12 member 5 (Homo sapiens), Q9H2X9. KCC2 cells, thallium flux FluoZin-2 fluorescence. B-score of Tl+ flux slope (higher = more flux/activation; lower = inhibition) at 10 µM. 190,000 compounds, 2.2% hits. AID 1456, 2008;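 active = thallium flux slope and its plate-corrected score both differing from the plate sample mean at a set confidence after two filtering rounds, in either direction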;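 note: slope of fluorescence scaled to starting intensity during 10 to 20 s after thallium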
The depositor's hits bear a star; i = inactive; . = not tested or not shown; [ ] = remark or other dose.

Start of the data: the first two compounds as a preview:
SMILES	MDM2 E3 inh	eIF4E-4G inh	m-calpain inh	EBV gp42 inh	Rad51 HR inh	TNF necrop inh	PERK inh	zVAD death inh	Cl transport mod
O=C(N/C(=C/C=C\c1ccccc1)C(=O)N1CCOCC1)c1ccc(Br)cc1	-5.3	2.0	18.4	9.1	22.5	3.3	0.6	1.7	-1.56
COc1ccc(-c2ccc(SCC(=O)Nc3nnc(C)s3)nn2)cc1	-9.9	2.2	6.0	-1.1	4.4	4.3	0.7	1.8	-0.227

This part in full, from the first entry:
SMILES	MDM2 E3 inh	eIF4E-4G inh	m-calpain inh	EBV gp42 inh	Rad51 HR inh	TNF necrop inh	PERK inh	zVAD death inh	Cl transport mod
O=C(N/C(=C/C=C\c1ccccc1)C(=O)N1CCOCC1)c1ccc(Br)cc1	-5.3	2.0	18.4	9.1	22.5	3.3	0.6	1.7	-1.56
COc1ccc(-c2ccc(SCC(=O)Nc3nnc(C)s3)nn2)cc1	-9.9	2.2	6.0	-1.1	4.4	4.3	0.7	1.8	-0.227
CCOC(=O)c1c(C)[nH]c(C(=O)COC(=O)CCSc2ccccc2)c1C	-6.7	1.8	22.1	1.6	11.8	-2.0	0.3	-0.3	0.933
COc1cc(/C=N/NC(=O)c2cc(-c3ccc4c(c3)OCO4)n[nH]2)ccc1O	0.5	-0.2	-21.8	-5.9	15.7	-2.8	-0.2	0.4	-0.279
CC(NC(=O)CC(O)(C(F)(F)F)C(F)(F)F)c1ccccc1 (centres undefined)	-14.4	-6.8	-9.7	-3.6	7.2	2.3	0.6	-0.6	0.995
CC(C)OC(=O)c1ccc(NC(=O)c2ccco2)cc1	-6.6	3.2	-7.8	-13.9	-1.9	-0.2	-1.5	0.6	.
CCOC(=O)Cn1c(=O)n(C2CCCC2)c(=O)c2ccccc21	-2.0	9.4	7.9	-10.7	6.0	-1.6	-0.6	-0.4	-0.239
Cc1sc2ncnc(NCCc3ccc(S(N)(=O)=O)cc3)c2c1C	.	11.8	6.3	-37.0	.	-12.4	-1.4	1.1	0.513
CC(=O)Nc1ccc(Sc2ncnc3scc(-c4ccccc4)c23)cc1	-1.6	4.0	-26.2	-7.3	-1.2	-8.5	0.0	-1.6	-1.5
CN(Cc1cccc(Cl)c1Cl)C(=O)c1ccc(NC(=O)CC#N)cc1	-10.5	-3.9	-65.6	-7.4	-10.2	-0.4	0.3	2.4	-0.453
CCNC(=S)N1CCN(S(=O)(=O)c2ccc(C)cc2)CC1	-24.0	0.0	-6.5	-6.0	-0.6	1.4	1.4	-1.3	1.87
CS(=O)(=O)N(CC(=O)N1CCN(c2ccccc2)CC1)c1cccc(Br)c1	-10.7	-2.4	2.2	-60.2	3.0	0.6	-0.1	0.3	.
O=C(COC(=O)c1cc(S(=O)(=O)N2CCCCC2)ccc1N1CCOCC1)NCCc1ccc(F)cc1	1.4	5.8	-2.8	-8.5	-103.0	2.1	-0.3	-2.7	.
COc1ccccc1NC(=O)Oc1cccc(OC(=O)c2ccccc2)c1	.	-6.6	2.9	-16.7	.	-1.6	0.7	0.5	-0.353
C#CCOCCOCCOCCNc1nc(N2CCN(C(=O)Cn3cc(CCCN=C(N)N)nn3)CC2)nc(N2CCN(C(=O)[C@H](C)n3cc(CCCN=C(N)N)nn3)CC2)n1	.	4.0	-3.5	-20.6	-2.4	1.2	-0.1	0.4	-0.0392
COc1ccc(Cn2ccc(=O)c(Cc3c(Cl)cccc3Cl)c2C)cc1	-19.8	-3.2[fluorescence artefact?]	18.6	-9.1	-0.8	-2.9	0.2	0.0	.
CCOC(=O)/C(=C/C=C/c1ccccc1)NC(=O)c1ccccc1	-2.1	-9.6	25.2	12.2	9.7	1.3	-0.5	0.0	-1.85
NC(CCCCCP(=O)(c1ccccc1)c1ccccc1)C(=O)O (centres undefined)	-6.0	3.0	-0.8	-52.1	9.5	3.5	1.4	1.4	0.805
CCN(C(=O)c1ccc2c(OC)n(CC)nc2c1)c1ccc(OC)cc1	-0.3	-4.9	i	-7.8	6.2	-1.5	0.3	0.3	-0.24
O=C(Nc1ccc(-c2csnn2)cc1)C1CC1	82.8*	0.1	3.2	-1.1	-4.7	2.2	-0.7	1.2	0.0127
Cc1ccc(C(=O)OC(C)CN2CCOCC2)cc1 (centres undefined)	-2.0	2.2	-8.4	-7.5	4.0	0.7	0.1	0.6	0.503
Cn1cnc2cc(NC(=O)c3cccs3)ccc21	9.3	0.8	-7.7	2.8	-0.6	0.2	2.1	1.0	0.0483
N=C1/C(=C\c2coc3ccc(O)cc3c2=O)C(=O)N=C2SC=CN12	-6.8	11.8	25.2	32.9	i	-5.0	2.3	1.5	.
COc1ccc(-n2c(C)cc(=O)c3c2CC(C)(C)CC3=O)cc1	-10.9	1.4[fluorescence artefact?]	-1.2	-29.2	0.3	1.0	-0.3	0.3	.
CCOC(=O)C/C(C)=N/NC(=O)c1cccs1	-6.2	-2.7	-16.5	-9.3	9.0	0.1	1.2	0.3	0.326
Cc1ccc(NC(=O)c2cc(N3C(=O)C=CC3=O)ccc2N2CCOCC2)cc1	7.3	12.3	-85.4	-26.8	-1.6	-2.6	1.4	-2.8	1.58
CCN(CC)c1ccc(NC(=O)CCCOc2cccc(C)c2)cc1	-1.9	34.0*	4.1	-27.6	41.5*	2.6	1.1	7.1	2.16
COc1ccc(-c2nsc3c(N4CCN(C(=O)c5ccco5)CC4)ncnc23)cc1	-20.3	-16.7	-82.1	-11.6	5.0	0.5	1.0	-0.3	0.105
O=C(NCc1cccs1)C1CCCN1S(=O)(=O)c1ccccc1F (centres undefined)	-13.9	-1.4[fluorescence artefact?]	-3.4	-10.2	4.7	-0.1	-0.2	0.8	.
CC(=O)NS(=O)(=O)c1ccc(NC(=S)NC(=O)Cc2ccccc2)cc1	-5.0	-4.5	-2.7	-12.4	8.8	0.0	1.1	1.0	.
O=C(Cc1ccc(F)cc1)N1CCN=C1SCc1ccc([N+](=O)[O-])cc1	-7.6	-1.4[fluorescence artefact?]	20.6	-6.8	-6.6	0.4	0.6	3.6	-0.0716
Cc1ccc2nc(-c3ccc4c(c3)NC(=O)CO4)cn2c1	-30.1	-0.6	-46.4	-10.5	4.8	-4.0	0.0	0.9	-0.527
CCN(CC)CCN1C(=O)C(=O)/C(=C(/O)c2ccc(OC)c(OC)c2)C1c1ccccn1 (centres undefined)	-0.8	-1.5	16.1	-21.3	5.7	0.4	0.4	0.4	-0.663
O=C(N/N=C/c1sc(=O)n(-c2ccccc2)c1Cl)c1ccncc1	-8.1	10.5	-5.2	-57.6	-57.0	-0.5	0.1	0.3	-0.0472
Cn1cccc1Cc1nnc(SCC(=O)NC2CCCC2)n1-c1ccc(F)cc1	-5.6	3.2	-33.8	2.5	-5.5	1.5	-0.8	1.0	-0.682
O=C(CN1C(=O)COc2ccccc21)N(Cc1cccnc1)Cc1ccccc1F	-15.2	1.2	-23.2	-8.3	0.9	-0.3	-0.6	0.0	-1.81
N=C1S/C(=C\c2cn[nH]c2-c2ccc(F)cc2)C(=O)N1c1ccccc1F	-9.3	-0.3[fluorescence artefact?]	-77.7	-30.2	-5.9	3.6	0.9	34.3	-0.277
O=C(c1sccc1-n1cccc1)N1CCCC1	-19.9	0.1[fluorescence artefact?]	22.1	7.6	0.5	-1.2	0.8	0.2	-0.175
CCOc1ccc(CC(=O)Nc2cccc(-c3ccc4nnc(C)n4n3)c2)cc1	-4.6	1.1	-17.7	-21.0	-4.9	-4.8	0.1	55.4	-0.837
CS(=O)(=O)C1=C(O)C(=O)N(CCCC(=O)O)C1c1ccccc1F (centres undefined)	-21.1	3.9	-18.9	-4.6	-5.8	-0.1	2.5	-0.5	0.0434
Clc1ccc(CN2C3=NCCN3c3ccccc32)cc1	-15.0	-3.3	-38.6	-12.0	11.2	3.1	0.1	-0.4	-0.0282
Cc1[nH]c2ccccc2c1C(O)c1ccncc1 (centres undefined)	-0.3	2.3	-21.9	-9.5	-0.4	-0.3	0.3	1.5	1.02
O=C(CN1CCCCC1)NCCNc1ccc(C(F)(F)F)cc1[N+](=O)[O-]	1.9	1.2	-4.2	-9.8	4.1	-0.4	0.6	0.1	-1.07
CCCOP(=O)(c1ccc(N(C)C)cc1)C(O)c1ccncc1 (centres undefined)	-18.8	5.1[fluorescence artefact?]	3.8	-4.9	-2.0	-11.1	1.3	-0.3	0.277
Cc1ccc(SCc2cn3c(C)csc3n2)cc1	-6.7	-19.3	6.8	-18.0	-1.9	0.9	0.6	-0.2	-0.205
O=C(CSc1nc2ccccc2c(=O)n1-c1ccc(SC(F)F)cc1)Nc1ccc(N2CCOCC2)cc1	5.0	0.5	-1.6	-6.6	-0.9	-2.4	0.1	1.9	4.48*
CCN1/C(=C/C(=O)c2ccco2)Sc2ccccc21	-3.6	7.1	10.7	-21.7	-12.8	-4.4	-0.6	0.4	-1.37
Cc1ccnc(NC(=O)Cn2cc([N+](=O)[O-])cn2)c1	-13.2	4.0	-3.4	-6.8	-1.7	1.8	0.4	6.7	0.569
COc1ccc(C(=O)CSc2n[nH]c(C)n2)cc1[N+](=O)[O-]	-3.6	1.7	28.2	-20.3	-4.1	0.2	0.5	1.0	0.982
COc1ccc(C2=NOC(CNC(=O)c3ccccc3Br)C2)c(OC)c1 (centres undefined)	-15.7	8.6	-11.2	-15.4	-24.1	2.7	0.3	0.1	-0.532
COc1ccc(C(=O)Nc2ncc3c(n2)-c2ccccc2CC3)cc1	9.2	0.1	20.8	-11.7	-4.7	-9.3	0.1	1.2	-1.22
Cc1cc(C(=O)OCC(=O)Nc2ccc(F)cc2F)c(C)o1	.	-1.2	-6.9	-12.8	-3.3	2.1	-0.1	-0.2	0.436
CN(C)CCCN1C(=O)c2oc3ccc(Cl)cc3c(=O)c2C1c1cccnc1 (centres undefined)	-7.8	-0.7	-59.6	-17.3	6.0	0.4	0.4	1.8	3.73*

Some values from the entries so far.
Result of `CCN1/C(=C/C(=O)c2ccco2)Sc2ccccc21` under MDM2 E3 inh: -3.6
Result of `Cc1cc(C(=O)OCC(=O)Nc2ccc(F)cc2F)c(C)o1` under PERK inh: -0.1
Result of `Cc1ccnc(NC(=O)Cn2cc([N+](=O)[O-])cn2)c1` under TNF necrop inh: 1.8
Result of `CN(C)CCCN1C(=O)c2oc3ccc(Cl)cc3c(=O)c2C1c1cccnc1` (centres undefined) under Cl transport mod: 3.73*
Result of `O=C(CSc1nc2ccccc2c(=O)n1-c1ccc(SC(F)F)cc1)Nc1ccc(N2CCOCC2)cc1` under zVAD death inh: 1.9
